From PubChem BioAssay
hcGAS inh: inhibitors of human cGAS. Q8N884. recombinant h-cGAS, ATP depletion, Kinase-Glo luminescence. inhibition, % at 12.5 µM. 290,000 tested, 0.081% active;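 note: 0% = vehicle reaction and 100% = reaction without DNA for no activity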
Target sequence (Q8N884 whole entry, looked up): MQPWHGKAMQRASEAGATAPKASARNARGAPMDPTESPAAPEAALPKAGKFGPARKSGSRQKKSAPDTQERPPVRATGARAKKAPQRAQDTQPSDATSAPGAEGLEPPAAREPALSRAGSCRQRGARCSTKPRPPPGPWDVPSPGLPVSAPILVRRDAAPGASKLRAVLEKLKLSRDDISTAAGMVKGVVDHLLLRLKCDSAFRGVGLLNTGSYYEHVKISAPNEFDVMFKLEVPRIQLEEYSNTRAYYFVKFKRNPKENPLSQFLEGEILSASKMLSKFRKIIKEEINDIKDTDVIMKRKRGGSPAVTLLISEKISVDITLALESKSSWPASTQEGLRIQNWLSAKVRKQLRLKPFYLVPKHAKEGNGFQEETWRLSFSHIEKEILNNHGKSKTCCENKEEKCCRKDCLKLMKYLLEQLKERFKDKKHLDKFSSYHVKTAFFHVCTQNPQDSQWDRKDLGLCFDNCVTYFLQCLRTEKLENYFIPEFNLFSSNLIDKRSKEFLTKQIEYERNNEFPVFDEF
NPYLR7 ag: mosquito NPYLR7 agonism; HEK293T NPYLR7/Galpha15, GCaMP6s calcium fluorescence; activation, % at 10 µM; 270,000 tested, 0.15% active; AID 1259423; in the data active = activation above about 40%;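 note: 0% = vehicle and 100% = reference agonist at the receptor; some compounds past the cut are filed as inactive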
mcGAS inh: mouse cGAS inhibition by luminescence | Q8C6L5 | recombinant cGAS, Kinase-Glo ATP depletion luminescence | inhibition, % at 12.5 µM | 160,000 tested, 0.15% active | AID 1259399;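 note: 0% = negative control wells and 100% = reference inhibitor with no enzyme activity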
* = called active by the depositor; / = not tested or not shown. Cut-off read from the data, not from the text of the source, unless noted: active = inhibition above about 40%; inactive = the rest.

SMILES	NPYLR7 ag	hcGAS inh	mcGAS inh
CC1(C(=O)Nc2cccc(NS(C)(=O)=O)c2)CCN1CCOc1ccccc1 (stereo not given)	6	-13	/
CCOCCn1c(=O)c2c(nc3n2CC(C)CN3c2ccc(Cl)cc2)n(C)c1=O (stereo not given)	2	-8	-8
COc1ccc(-c2cc(C(=O)N3CCOCC3)c3c(C)nn(C4CCS(=O)(=O)C4)c3n2)cc1 (stereo not given)	1	-6	-9
Cc1nccn1-c1cc(NCCNC(=O)Nc2ccc(F)c(Cl)c2)ncn1	-13	-4	-12
COCC(=O)Nc1cc(C)nn1-c1ncnc2c1cnn2-c1ccc(F)cc1	20	-2	-7
Cc1cc([N+](=O)[O-])ccc1-c1ccc(/C=C2\SC(=S)N(CC(=O)O)C2=O)o1	-11	-5	-7
CCCCN(C)c1c(CC)nc2ccc(C(=O)NCCN(C)C)cn12	-23	6	-1
COC(=O)CCCCC(=O)N1CCc2cc(OC)c(OC)cc2C1c1cccc(C(F)(F)F)c1 (stereo not given)	12	-2	-2
CC1(C)CNC(=O)c2nc(CCCc3ccccc3)[nH]c2C1	5	-5	-18
O=S1(=O)C(c2ccccc2)=CC1c1ccccc1 (stereo not given)	-7	-7	/
Cn1c(=O)c2c(nc(NCc3ccco3)n2Cc2ccccc2Cl)n(C)c1=O	2	-7	/
CCCCN(C)S(=O)(=O)c1ccc2c(c1)nc(SCc1cccc(C(=O)OC)c1)n2C1CCCC1	18	-8	-4
COc1ccc(C(=O)Nn2cnc3c(cnn3-c3ccc(C)cc3)c2=O)cc1	5	-5	/
CCOC(=O)C(NS(=O)(=O)c1ccccc1)C(O)c1ccccc1 (stereo not given)	26	-5	/
O=C(c1cccc2nccnc12)N1CC[C@@H](c2ccc(F)cc2)[C@H](O)C1	1	-2	-17
COc1ccc(N=C2SC(C(=O)Nc3cccc(Cl)c3)CC(=O)N2C)cc1 (stereo not given)	1	-4	-3
O=C(NCCc1ccccc1)c1ccc(OC2CCN(C(=O)c3ccsc3)CC2)cc1	9	-3	-7
Cc1ccc(Cl)cc1-n1c(SCc2nc(C(=O)NCCCN3CCCCC3C)cs2)nnc1-c1ccccc1Cl (stereo not given)	17	-2	-5
CN(C)c1nc(N2CCOCC2)c2cnn(C)c2n1	3	-4	-8
Cc1cc(CN2CCN(C(=O)c3cc(O)cs3)CC2)no1	10	-12	-8
Cc1ccc(N=c2oc3ccc(Br)cc3cc2-c2nc3ccccc3[nH]2)cc1	3	-4	-8
O=C(NCC1CCCN(S(=O)(=O)c2ccc(F)c(Cl)c2)C1)c1cccnc1 (stereo not given)	1	-11	/
Cc1cccc(CCNC(=O)c2oc3c(C)c(C)ccc3c2C)n1	3	-2	/
CNC(=O)NC(=O)CCCN1CCSCC1	7	-3	/
Cn1c(N)c(C(=O)c2ccco2)c(=O)n(C)c1=O	-3	-10	/
CC(C)c1[nH]nc(C(=O)Nc2ccccn2)c1Br	2	-9	/
O=C(c1ccc(Nc2cccc(C(F)(F)F)c2)nc1)N1CCC(O)(c2ccccc2)CC1	-4	-5	-4
COc1ccc(Cl)cc1S(=O)(=O)Nc1ccccc1F	2	1	-7
C#CCOCC(O)CN(Cc1cccc(OC)c1)CC1CC(c2ccc(Cl)cc2)=NO1 (stereo not given)	-3	-6	-5
O=C(NCCN1CCOCC1)c1cnn2c1NC(c1cccs1)CC2C(F)(F)F (stereo not given)	-11	3	2

Following part.
SMILES	NPYLR7 ag	hcGAS inh	mcGAS inh
O/N=C1/CCCc2c1nc(-c1cccc(F)c1)n2O	0	-6	-8
Cc1cc2c(N(C)C3CCCCC3)ncnc2s1	7	-11	/
CC(CSc1ncccn1)Cn1c(N2CCN(C)CC2)nc2c1c(=O)[nH]c(=O)n2C (stereo not given)	-1	-7	/
OC(Cc1ccccc1)CN(Cc1ccco1)Cc1ccccc1F (stereo not given)	-4	-4	-7
CCN(CC)C(=O)Oc1ccc2c(ccn2Cc2cc(Br)cc(Br)c2)c1-c1ccc(OC)cc1	13	0	-5
CCCC(=O)N1CCCC(C(=O)NC2CCN(CCOC(C)C)CC2)C1 (stereo not given)	2	-9	/
CCOC(=O)c1[nH]ncc1C1CC(=O)NCc2nc3ccccn3c21 (stereo not given)	17	-12	/
CCN(CC)Cc1cnc2c(C(=O)N3[C@@H]4CC[C@H]3CC(O)C4)cnn2c1 (stereo not given in full)	2	-4	-16
Cn1nnc2cc(C(=O)N3CCN(C4CCCC4O)CC3)ccc21 (stereo not given)	-6	-3	/
c1ccc(CCCn2ccnc2-c2ccccn2)cc1	32	-7	/
Cc1ccc2nc(N3CCN(c4ccccc4Cl)CC3)nc(-c3ccccc3)c2c1	-13	-6	-8
CC(=O)c1ccc(NC(=O)C(C)Sc2nc3c(cnn3-c3ccc(C)cc3)c(=O)[nH]2)cc1 (stereo not given)	4	-4	/
CCOc1ccc(C(=O)Nc2ccc(Cl)c(NC(=O)c3ccccc3)c2)cc1[N+](=O)[O-]	-3	-3	-6
CC1(Cc2ccc(C(F)(F)F)o2)C(=O)Nc2cc(-c3ccc(F)cc3F)ccc21 (stereo not given)	1	-1	-5
Cc1nc2ccccn2c1C(=O)NNS(=O)(=O)c1cc(Cl)cc(Cl)c1	4	-5	/
Cc1ccc(C(O)=C2C(=O)C(=O)N(CCCN3CCOCC3)C2c2ccc([N+](=O)[O-])cc2)cc1 (stereo not given)	3	-4	/
CSc1ccc(CN2C(=O)CON=C2c2ccccn2)cc1	-6	6	/
Cc1cnc(C(=O)N2CCOc3ccc(C(O)C(c4ccccc4)c4ccccc4)cc3C2)cn1 (stereo not given)	10	-4	-11
Cc1ccccc1CSc1nnc(C(C)NC(=O)NCc2ccccc2)n1-c1cc(Cl)ccc1C (stereo not given)	2	-6	-4
Brc1ccc2nc(NCc3ccccn3)nc(-c3ccccc3)c2c1	9	-1	-2
CCCC(=O)N(CCOC)CC(=O)N(Cc1cccn1Cc1ccc(F)cc1)C1CCCCC1	/	-11	-5
CCCCN(CC(=O)N(Cc1ccccc1)Cc1cccn1Cc1ccc(F)cc1)C(=O)C(C)(C)CCl	2	-5	-6
CCCc1ccc(-c2ccc(C(=O)N3C[C@@H](N)C[C@H]3C(=O)NC)cc2)cc1	5	-7	-15
CCOC(=O)C1C(=O)C=C(c2ccc(OC)cc2)CC1c1ccccc1 (stereo not given)	4	-6	-6
CCC(C)N=Cc1c(Nc2ccccc2)nc2c(C)cccn2c1=O (stereo not given)	3	-1	/
CCOC(=O)c1c(C)[nH]c(C)c1-c1csc(NC2CC2)n1	15	-7	/
CC(=O)c1cccc(-c2ccnc3[nH]ccc23)c1	6	-4	-5
Cn1c(SCC(=O)NC2CCCC2)nnc1-c1cccs1	2	-2	/
Cc1nc(-c2cccc(F)c2)nc(N2CCN(C(=O)c3ccc(Br)cc3)CC2)c1Cc1ccccc1	/	0	-2
N#Cc1c(NC(=O)c2cccc(Cl)c2)sc2c1CCC2	1	-3	-5

Some values from above.
For mcGAS inh, CCN(CC)C(=O)Oc1ccc2c(ccn2Cc2cc(Br)cc(Br)c2)c1-c1ccc(OC)cc1 shows -5
For hcGAS inh, CCCCN(C)S(=O)(=O)c1ccc2c(c1)nc(SCc1cccc(C(=O)OC)c1)n2C1CCCC1 shows -8
For NPYLR7 ag, Cn1c(SCC(=O)NC2CCCC2)nnc1-c1cccs1 shows 2

Structures from the list above containing a nitro group on carbon:
SMILES	NPYLR7 ag	hcGAS inh	mcGAS inh
Cc1cc([N+](=O)[O-])ccc1-c1ccc(/C=C2\SC(=S)N(CC(=O)O)C2=O)o1	-11	-5	-7
CCOc1ccc(C(=O)Nc2ccc(Cl)c(NC(=O)c3ccccc3)c2)cc1[N+](=O)[O-]	-3	-3	-6
Cc1ccc(C(O)=C2C(=O)C(=O)N(CCCN3CCOCC3)C2c2ccc([N+](=O)[O-])cc2)cc1 (stereo not given)	3	-4	/

(list continues)
SMILES	NPYLR7 ag	hcGAS inh	mcGAS inh
CCC(CC)C(=O)N(C)c1c(C)nc2c(OCc3ccc(F)c(F)c3)cccn12	9	-6	-2
COC(=O)c1c(N)sc2c1CCCCC2	0	-8	/
COc1ccc(OC)c(C(F)(F)C(=O)N2CCC(NC(=O)c3ccccc3C)CC2)c1	12	-7	/
CN(CCN1CCOCC1)C(=O)c1ccc(OC2CCN(Cc3ccccn3)CC2)cc1	-6	-4	0
O=C1CC(CNC2CCSCC2)CN1C1CCCC1 (stereo not given)	2	-3	-13
CCOC(=O)c1c(C)[nH]c(C(=O)OCC(=O)c2ccc(Cl)s2)c1C	5	-2	-1
CC1=C(C(=O)OCC(C)C)C23C(=O)c4ccccc4C2(OC(=N)C3C#N)O1 (stereo not given)	4	0	-4
NC(=O)c1ccsc1NC(=O)CSc1nnc(-c2cccs2)n1C1CC1	4	-6	/
Cc1nnc(-c2cccc(-c3ccccc3CO)c2)s1	-4	-7	/
O=[N+]([O-])c1cccc(-c2ccc(SCc3ccncc3)nn2)c1	8	-10	/
COCc1nn2c(nnc3c(=O)n(C4CC4)ccc32)c1-c1ccc(F)cc1	2	-7	/
O=C(Cc1ccccc1)Nc1ccnn1C1CCN(Cc2ccc3cccc(F)c3n2)CC1	-2	-8	-7
CCCCNC(=S)N=Nc1c(O)[nH]c2ccc(F)cc12	4	-3	/
CC(Oc1ccccc1)C(=O)N1CCC(Cc2ccc(-c3ccccc3)cc2)CC1 (stereo not given)	-1	-7	-8
CNC(=O)[C@@]1(OCc2cccc(Cl)c2)CC(OCc2c(F)cccc2F)[C@@H]2OC(C)(C)O[C@@H]2C1 (stereo not given in full)	-4	-5	-4
O=C(Nc1ccc(OC(F)(F)F)cc1)c1cccn(OCc2ccccc2F)c1=O	-1	-6	-7
CCOC(=O)C(C#N)c1ccc(Cl)nn1 (stereo not given)	-4	35	/
CC(C)=CCC/C(C)=C/CNC(=O)c1cccc(C)c1	-7	-2	0
CCCCN(CCCC)Cc1cn2c(-c3ccc(OC)cc3)nnc2s1	1	-1	-7
Cc1cc(Nc2ccc3c(n2)C(=O)N(CC(=O)NCCCn2ccnc2)C3)n(C)n1	8	-12	/
Cc1ccc(-n2c(SCc3nc(C(=O)NCc4ccccn4)cs3)nnc2-c2ccccc2Cl)cc1	23	-2	-5
O=C1NCC2(CCCN(C(=O)c3cc(=O)[nH]c4ccc(F)cc34)C2)O1 (stereo not given)	13	-3	/
CCCCCCN(CCCCCC)C(=O)Cc1c(-c2ccc(F)cc2)[nH]c2ccccc12	0	-1	-4
CCOC(=O)c1c(C)c(C(=O)NC2CCCCC2C)c(C)n1CC (stereo not given)	9	-5	-5
CN(C)CCN(C)C1CCCN(C(=O)c2ccc(-c3ncn[nH]3)cc2)C1 (stereo not given)	1	-10	-15
CCC(C(=O)N(CC(=O)N(Cc1ccco1)Cc1cccn1C)C(C)CC)c1ccccc1 (stereo not given)	/	2	-3
Cc1ccn2c(=O)c(NC(=O)c3ccccc3)c(C)nc2c1	-7	2	/
Cn1nc(-c2ccccc2)c(CN(Cc2ccco2)CC(O)COc2ccccc2)c1Oc1ccccc1 (stereo not given)	8	-6	-8
Oc1c(Br)cc(Br)cc1/C=N\Nc1ccc2c(Cl)cc(Cl)c(O)c2n1	-11	4	-2
CCc1ccc(CN2CCc3c(C(=O)N4CCc5ccccc5C4)c(OC)cc(=O)n3CC2)cc1	1	-2	-9

(continued)
SMILES	NPYLR7 ag	hcGAS inh	mcGAS inh
Cc1ccc(N(C)S(=O)(=O)c2ccsc2-c2nc(-c3ccccc3)no2)cc1C	/	-5	-9
CC1CCN(c2nc3c(c(=O)n(C)c(=O)n3C)n2CCCc2ccccc2)CC1	-1	-6	/
O=C1CN(CC(=O)N2N=C3/C(=C\c4cccs4)CCCC3C2c2cccs2)CCN1 (stereo not given)	1	-6	/
COc1ccc(C(=O)Nc2ccc(-c3nc4ccccc4o3)c(O)c2)cc1Br	-5	-3	-5
Cc1cc(C)cc(C(=O)NC(C)c2ccc(F)cc2)c1 (stereo not given)	-3	-3	/
Cc1nc(SCC(=O)c2ccc(Cl)cc2)[nH]c(=O)c1C	0	-8	-9
COc1ccccc1CC1CCCN1C(=O)c1cc(-c2csc(C)n2)c[nH]1 (stereo not given)	0	-10	/
CCc1cccc2c(C(CC(=O)N3CCN(Cc4ccccc4)CC3)c3cccc(OC)c3OC)c[nH]c12 (stereo not given)	9	-4	-4
CCOC(=O)c1ccc2c(c1)nc(SCc1cccc(SC(F)(F)F)c1)n2CCOC	1	-5	-7
CCCOc1ccc(C(=O)N(C)CCc2ccc(OC)c(OC)c2)cc1	-1	-4	-2
CCCc1cncnc1N1CCOc2c(O)cc(-c3cccc(Cl)c3)cc2C1	9	-5	-17
CCCN(CC(=O)N(CCOC)Cc1cccn1C)C(=O)c1cccc(Br)c1	11	-10	-6
CC(=NNC(=O)Cn1nc(C)cc1C)c1ccco1	2	-4	/
COc1cc(OC)cc(-n2c(CCC(=O)NCc3c(F)cccc3Cl)cc3c2-c2ccccc2CC3)c1	13	-4	-4
CN(C)C(=O)CN(C)S(=O)(=O)c1cc2[nH]c(=O)[nH]c2cc1Br	10	-8	/

Four compounds picked at random from the list so far, as already listed:
SMILES	NPYLR7 ag	hcGAS inh	mcGAS inh
CCc1cccc2c(C(CC(=O)N3CCN(Cc4ccccc4)CC3)c3cccc(OC)c3OC)c[nH]c12 (stereo not given)	9	-4	-4
CC(=NNC(=O)Cn1nc(C)cc1C)c1ccco1	2	-4	/
Cc1nc(SCC(=O)c2ccc(Cl)cc2)[nH]c(=O)c1C	0	-8	-9
O=C1CN(CC(=O)N2N=C3/C(=C\c4cccs4)CCCC3C2c2cccs2)CCN1 (stereo not given)	1	-6	/
